Screens from PubChem.
PP5 inh: PP5 phosphatase inhibitors, primary screen, biochemical, fluorescence; Serine/threonine-protein phosphatase 5 (Homo sapiens), P53041; purified PP5c, OMFP substrate fluorescence; inhibition, % at 6.7 µM; 320,000 tested, 0.18% active; AID 1987, 2009;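 active = inhibition above the campaign's mean inhibition across all tested compounds plus 3 SD, cut at about 9.5% in these data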;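 note: 0% = DMSO only and 100% = 100 µM cantharidin control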
AHR act: AHR activators, primary screen, cell-based, luminescence, luciferase reporter, human. Aryl hydrocarbon receptor (Homo sapiens), P35869. AHR-responsive luciferase reporter cells. activation, % at 5 µM. 320,000 tested, 2.5% active. AID 2796, 2010; in the data active = activation above about 47%;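 note: 0% = vehicle wells and 100% = reference agonist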
proCasp3 act: activators of human procaspase-3 D3A mutant, primary screen, biochemical, absorbance, PC-3 D3A mutant, single concentration; Caspase-3 (Homo sapiens), P42574; recombinant procaspase-3 D3A, Ac-DEVD-pNA absorbance 405 nm; activation, % at 8.5 µM; 330,000 tested, 0.11% active; AID 463141, 2010;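 active = activation above the mean of all tested compounds plus 3 SD, cut at about 21% in these data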;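 note: 0% = DMSO alone and 100% = DMSO wells spiked with extra 5 µM PC-3 D3A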
Target sequence (P42574 whole entry D9A/D28A/D175A): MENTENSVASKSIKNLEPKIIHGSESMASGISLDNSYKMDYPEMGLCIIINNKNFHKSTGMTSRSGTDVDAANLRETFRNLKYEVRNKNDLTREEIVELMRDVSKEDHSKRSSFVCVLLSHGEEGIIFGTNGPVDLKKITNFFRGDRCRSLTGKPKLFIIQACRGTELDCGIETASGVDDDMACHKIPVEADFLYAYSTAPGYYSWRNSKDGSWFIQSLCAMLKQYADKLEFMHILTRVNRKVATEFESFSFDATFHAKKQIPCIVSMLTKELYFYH
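Assay system – Procaspase-3 D3A mutant · Benchmarks – DMSO low control, extra-enzyme high control · Technique – 405 nm absorbance of p-nitroaniline, reads at 0 and 120 min · Doses – 8.5 µM nominal · Measure – % activation between DMSO and enzyme-spiked controls · Also added – Ac-DEVD-pNA chromogenic peptide substrate · Schedule – 1 h compound preincubation, 2 h substrate hydrolysis at 25 °C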
TPT1 inhibitor: Candida albicans TPT1 enzyme inhibitors, primary screen, biochemical, fluorescence polarization | recombinant caTPT1, FP RNA substrate dephosphorylation | inhibition, % at 5 µM | tRNA 2'-phosphotransferase TPT1 (Candida albicans SC5314) | 300,000 tested, 0.81% active;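 active = inhibition above the mean of all tested compounds plus 3 SD, set per screening campaign, cut at about 24% in these data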;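 note: plate controls were DMSO alone for no effect and ferristatin control at 100 nM for full effect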
HCV core dimer: inhibitors of HCV core protein dimerization, primary screen, biochemical, TR-FRET, high-throughput; TR-FRET GST/Flag-core106 dimerization, 1536-well; inhibition, % at 5 µM; 300,000 tested, 0.33% active;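 active = inhibition above the mean of all tested compounds plus 3 SD, set per screening campaign, cut at about 45% in these data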
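assay system = GST-tagged and Flag-tagged HCV core protein residues 1-106 | controls = unlabelled core106 and no-GST-core106 wells | incubation = compound-protein-antibody incubation 4 h at 22.5 °C | probe or stimulus = Eu donor and XL665 acceptor anti-tag antibodies | read-out = % inhibition based on acceptor/donor emission ratio | signal = TR-FRET 671 and 617 nm emission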
Fh CTSL1 inh: Fasciola hepatica cathepsin L1 inhibitors, primary screen, counter-screen for PFM18AAP inhibitor project, biochemical, QFRET, fluorogenic peptide substrate; 300,000 tested, 0.49% active; inhibition, % at 5.96 µM; recombinant F. hepatica cathepsin L1, Z-Leu-Arg-MCA fluorescence;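 active = inhibition above the mean of all tested compounds plus 3 SD, set per screening campaign, cut at about 17% in these data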;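 note: 0% = plate median of test compound wells and 100% = 1 µM Z-Phe-Ala-diazomethylketone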
proCasp7 act: procaspase-7 activators, primary screen, counter-screen for procaspase-3 activator project, biochemical, absorbance, HTS, human; Caspase-7 (Homo sapiens), P55210; activation, % at 8.5 µM; recombinant procaspase-7, Ac-DEVD-pNA absorbance 405 nm; D23A/D198A/D206A triple mutant, cannot self-cleave; scale: DMSO 0, 5 µM enzyme 100; 330,000 tested, 0.093% active;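 active = percent activation above the screen-wide mean plus 3 SD, cut at about 25% in these data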
Target sequence (P55210 whole entry D23A/D198A/D206A): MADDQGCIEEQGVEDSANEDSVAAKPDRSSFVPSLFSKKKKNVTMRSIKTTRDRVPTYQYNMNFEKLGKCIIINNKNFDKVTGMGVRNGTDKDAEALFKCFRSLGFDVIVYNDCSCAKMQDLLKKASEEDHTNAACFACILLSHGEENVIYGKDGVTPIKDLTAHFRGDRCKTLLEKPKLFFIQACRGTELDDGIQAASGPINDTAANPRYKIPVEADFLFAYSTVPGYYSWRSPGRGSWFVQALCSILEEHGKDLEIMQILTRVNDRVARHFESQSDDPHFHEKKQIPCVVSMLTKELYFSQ
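System: Uncleavable procaspase-7 mutant enzyme; Amount: 2 µM procaspase-7 mutant as dispensed; Schedule: 1 h compound preincubation, 2 h substrate cleavage, 25 °C; Measured by: 405 nm absorbance of p-nitroaniline; Evaluation: percent activation from buffer-corrected 0–120 min absorbance change; Control set: low DMSO alone, high DMSO plus 5 µM PC-7.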
PAFAH2 FP inh: PAFAH2 enzyme inhibitors, primary screen, biochemical, fluorescence polarization, human; recombinant PAFAH2, FP-rhodamine activity probe; inhibition, % at 3.39 µM; 340,000 tested, 0.99% active;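 active = inhibition above the mean over all tested compounds plus 3 SD, cut at about 30% in these data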;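 note: inhibitors block probe labeling of enzyme so polarization drops; 0% = enzyme with DMSO and 100% = wells lacking PAFAH2 protein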
PP1 inh: PP1-alpha phosphatase inhibitors, primary screen, counter-screen for PP5 inhibitor project, biochemical, fluorescence, OMFP substrate, single point; 320,000 tested, 0.9% active; AID 2235, 2010; purified PP1alpha; inhibition, % at 6.7 µM;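 active = inhibition above the mean inhibition of all tested compounds plus 3 SD, computed separately for each screening campaign, cut at about 15% in these data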
Target sequence (P62136 whole entry, looked up): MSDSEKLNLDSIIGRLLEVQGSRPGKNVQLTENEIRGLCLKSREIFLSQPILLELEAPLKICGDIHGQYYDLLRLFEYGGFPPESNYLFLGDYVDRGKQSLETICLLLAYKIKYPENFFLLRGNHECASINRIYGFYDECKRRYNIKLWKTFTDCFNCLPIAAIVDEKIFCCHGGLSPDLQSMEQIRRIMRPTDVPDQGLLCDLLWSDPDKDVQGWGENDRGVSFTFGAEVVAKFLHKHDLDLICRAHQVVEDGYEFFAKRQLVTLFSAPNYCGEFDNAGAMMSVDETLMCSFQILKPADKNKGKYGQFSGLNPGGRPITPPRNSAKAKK
* hit, by the source's call; · = no result given.

The line under a structure holds: proCasp3 act	HCV core dimer	PAFAH2 FP inh	TPT1 inhibitor	PP5 inh	proCasp7 act	Fh CTSL1 inh	AHR act	PP1 inh
- Cn1c(N)c(C(=O)COc2ccc(C#N)cc2)c(=O)n(C)c1=O
    8.0	13.9	0.6	0.9	4.3	-2.2	4.5	-3.4	4.7
- Cc1ccc(/C=N/NC(=O)CCn2nc(C)cc2C)c(C)c1
    -0.2	1.3	-0.7	1.1	1.1	-0.1	-4.9	15.0	-3.3
- CCCn1c(NC(=S)Nc2ccccc2)nc2ccccc21
    2.9	14.6	-2.4	-1.4	2.3	-9.6	2.4	82.7*	0.2
- NC(=O)C[C@H]1NC(=O)[C@H](CCC(=O)O)NC(=O)c2cc([N+](=O)[O-])cc(I)c2NCCC[C@@H](C(N)=O)NC1=O
    2.7	-0.2	13.8	1.2	2.2	-7.0	-2.0	8.8	-0.7
- CCc1ccc(Nc2ccc(C(N)=O)cc2[N+](=O)[O-])cc1
    1.3	0.9	-8.0	1.2	3.0	5.8	2.1	24.6	0.9
- Cc1nc2ccccc2c(=O)n1CC(=O)N1CCOCC1
    4.1	-4.5	2.0	1.3	2.3	-1.9	-0.9	-0.4	-4.6
- Nc1cc(C(=O)OCC(=O)Nc2ccc(N3CCOCC3)cc2)ccc1Cl
    -2.9	·	-0.2	·	2.6	-5.5	·	0.8	-5.5
- CCC(Oc1ccccc1C)C(=O)Nc1ccc(S(=O)(=O)Nc2cc(C)on2)cc1 (configuration not stated)
    1.7	4.4	4.3	-4.5	2.4	-13.0	2.8	-1.4	-0.2
- COc1ccc([N+](=O)[O-])cc1NC(=S)NC(=O)C(C)(C)C
    4.3	1.2	-7.9	-2.9	0.4	-9.3	-1.3	-0.7	0.6
- Oc1ccccc1N=Cc1sc2ccccc2c1Cl
    1.1	2.6	5.0	5.5	-0.4	-7.6	-1.9	15.9	-1.0
- Cc1ccc(S(=O)(=O)CCc2nnc(NC(=O)CCl)s2)cc1C
    7.2	5.1	6.5	-2.0	-1.8	4.8	9.1	1.7	3.9
- COc1ccc(OC)c(NC(=O)CSc2nnc(-c3ccco3)o2)c1
    3.8	2.2	6.4	-2.7	3.3	-0.3	-1.3	0.3	-0.2
- CCOc1ccc(NC(=S)NC(=O)/C=C/c2ccc(Br)cc2)c([N+](=O)[O-])c1
    2.3	0.6	-1.4	0.0	2.4	4.2	1.1	-1.3	2.1
- O=C(CN1CCCCCC1)NCCN1C(=O)S/C(=C\c2ccccc2Cl)C1=O
    -11.5	-0.9	4.8	-4.1	0.3	-14.8	4.9	-0.8	3.0
- CCn1c2ccccc2c2cc(NC(=O)C/C(C)=N/NC(=O)c3ccccc3N)ccc21
    2.8	1.6	-3.2	3.2	2.3	-4.2	0.4	95.2*	0.9
- COC(=O)c1cc(NC(=O)c2cc(-c3ccc(OC)cc3)oc2C(F)(F)F)ccc1N1CCOCC1
    -0.3	5.0	-8.1	0.5	2.7	4.5	-0.5	2.0	-0.9
- COc1cccc(C(=O)NCc2cccnc2)c1
    4.8	-3.2	0.8	-3.9	-0.5	6.8	0.2	1.5	-4.3
- COc1ccc2c(c1)[C@H]1[C@H](CO2)[C@H](c2ccccc2)[C@]2(C)C(=O)N[C@@H](C)C(=O)N12
    4.0	·	·	·	1.2	5.5	·	-3.3	-4.5
- COc1ccccc1-c1nnc(SCC(=O)NC2CCS(=O)(=O)C2)n1N (configuration not stated)
    4.2	-1.2	1.8	-1.6	-0.5	3.5	-1.6	2.8	-0.3
- O=C(Nc1ccccc1C(=O)NCc1ccco1)Nc1cccc2ccccc12
    -3.3	1.4	-1.0	1.4	0.6	12.4	3.9	16.0	-1.9
- CCOC(=O)N1CCc2c(sc3c2c(=O)n(Cc2ccccc2)c(=O)n3CC(=O)NCC2CCCO2)C1 (configuration not stated)
    0.9	5.8	0.4	-0.9	3.1	6.9	1.5	-1.6	0.8
- NC(=O)Cn1nc([N+](=O)[O-])nc1Oc1ccccc1C(=O)N1CCOCC1
    8.0	-2.3	11.2	-1.4	0.3	14.8	-2.4	1.6	-5.9
- Cc1ccccc1N(CC(=O)NCC1CCCO1)C(=O)CCC(=O)Nc1nccs1 (configuration not stated)
    -2.2	-7.9	3.1	1.7	2.6	20.5	-2.8	0.0	0.6
- COc1ccc(NC(=O)Nc2cccc3ccccc23)cc1OC
    -4.5	-14.0	4.4	-3.1	2.8	-12.2	-3.4	4.2	-2.0
- COc1ccc2cc(C(=O)N3CCC(Cc4ccccc4)CC3)[nH]c2c1
    0.0	13.3	1.8	-0.2	3.8	8.6	5.0	7.5	1.6
- CCCN(CCC)C(C)C(=O)NCC1(c2ccccc2)CCCC1 (configuration not stated)
    10.0	2.6	-1.9	-2.8	-2.5	4.9	1.9	-0.2	-5.0
- CCOC(=O)C1CCCN(CCC(C)c2ccccc2)C1 (configuration not stated)
    -2.3	-1.4	-2.5	1.2	-0.1	-3.4	-3.6	-0.5	2.3
- O=C(Nc1ccccc1)N1CCN(CCc2ccccc2)CC1
    4.8	0.2	3.9	1.0	0.1	3.2	1.1	-1.6	0.7
- Cc1c(OCC(=O)NCCCN2CCCC2=O)ccc2c3c(c(=O)oc12)CCCC3
    9.4	-3.4	3.3	-3.9	-0.5	5.8	2.8	-4.0	-2.0
- Cc1nc2c(c(=O)n1CCC1=CCCCC1)c1nc3ccccc3nc1n2/N=C/c1ccco1
    -3.1	34.4	0.7	-9.1	4.4	-8.1	0.6	-7.5	2.2

Two compounds from above, reduced to HCV core dimer.
SMILES | HCV core dimer
CCOC(=O)N1CCc2c(sc3c2c(=O)n(Cc2ccccc2)c(=O)n3CC(=O)NCC2CCCO2)C1 (configuration not stated) | 5.8
NC(=O)Cn1nc([N+](=O)[O-])nc1Oc1ccccc1C(=O)N1CCOCC1 | -2.3

Further results follow.
The line under a structure holds: proCasp3 act	HCV core dimer	PAFAH2 FP inh	TPT1 inhibitor	PP5 inh	proCasp7 act	Fh CTSL1 inh	AHR act	PP1 inh
- CCC(=O)N1CCN(C(=O)CC)C1c1ccccc1
    10.4	-5.0	0.9	1.5	0.2	9.8	2.8	0.0	-1.2
- Cc1cc(Nc2cccc(O)c2)c2ccccc2n1
    -2.5	-5.0	·	-3.9	1.8	1.2	0.0	10.1	2.5
- CC(=O)c1cccc(NC(=O)c2ccoc2C)c1
    2.0	2.1	0.4	-2.6	2.1	3.5	3.3	7.0	-3.2
- CC(C)NC(=O)c1cc(-c2cccs2)on1
    -1.5	-5.2	-2.7	0.2	-0.2	1.8	0.7	-3.1	-5.0
- Cn1c(=O)c(=O)n(C)c2cc(S(=O)(=O)N3CCC(N4CCCCC4)CC3)ccc21
    3.5	5.4	-6.5	-2.0	6.0	-3.5	-3.1	3.6	-1.2
- Cc1c(C(=O)C(C)C)n(C)c2ccccc12
    -7.3	0.6	0.9	-5.5	0.1	10.9	2.8	0.0	-0.2
- Cc1c(OCc2ccccc2)c(=O)ccn1Cc1ccccc1
    3.5	1.4	5.2	-0.7	-2.2	2.9	-0.9	3.4	-1.4
- CCOC(=O)C1(CCOc2ccccc2)CCN(Cc2ccc3nonc3c2)CC1
    -3.7	3.2	4.4	-0.4	-1.2	9.6	3.0	0.4	-1.6
- Cc1noc(C)c1NC(=O)Nc1ccc2c(c1)C(=O)N([C@H](C)CO)C[C@H](C)[C@@H](CN(C)S(=O)(=O)c1cn(C)cn1)O2
    -1.6	·	-4.5	·	·	4.6	·	0.7	·
- Cc1c(Nc2nc3ccccc3nc2N2CCN(c3ccccc3)CC2)c(=O)n(-c2ccccc2)n1C
    -0.5	11.7	6.4	1.2	3.8	-2.4	2.5	11.2	-2.0
- CS(=O)(=O)N1CCc2ccccc2C1
    2.4	-0.1	3.7	-1.9	-1.8	7.3	7.1	1.5	-3.1
- COC(=O)Cn1c(=NC(=O)CSCC(=O)NC2CCCCC2)sc2cc(OC)ccc21
    -2.5	3.6	-4.1	-1.7	4.5	6.2	0.8	-1.3	4.9
- O=C(CNc1ccc(Br)cc1)Nc1ccc(S(=O)(=O)N2CCCC2)cc1
    2.1	·	-2.7	·	3.2	0.1	·	1.0	3.5
- O=C1CCNc2cc3ccccc3cc21
    -12.2	10.5	4.3	-16.0	5.0	-31.4	-4.4	17.0	7.6
- CCOC(=O)N1CCN(C(=O)C2CCN(C(=O)Nc3ccccc3)CC2)CC1
    12.9	·	-4.0	·	·	7.2	·	-2.5	·
- CCOC(=O)c1sc(NC(=S)NC(=O)C23CC4CC(CC(C4)C2)C3)cc1C
    3.1	17.2	-6.3	-1.0	2.7	-2.8	2.2	-1.1	-3.0
- CC(NC(=O)c1cnccn1)c1ccc(S(N)(=O)=O)cc1 (configuration not stated)
    8.9	-6.6	0.6	-1.7	-0.7	3.3	0.5	-0.7	2.2
- CC(C)C1Oc2ccccc2N(CC(=O)NC2CCCCC2)C1=O (configuration not stated)
    -4.8	-5.1	-1.2	-1.3	0.6	0.5	0.6	-0.6	2.4
- COc1cccc(CC(=O)NCC2COc3ccccc3O2)c1OC (configuration not stated)
    8.8	-0.4	-0.2	-0.5	-1.0	3.3	-2.1	2.0	-4.2
- CN(C)CCN[C@H]1CCC2C3CC=C4C[C@@H](O)CC[C@]4(C)C3CC[C@@]21C (some centres not stated)
    -2.4	·	4.7	·	·	-1.8	·	-1.8	·
- Cc1nc(C)c(C(=O)C2=C(O)C(=O)N(CCN3CCOCC3)C2c2cccnc2)s1 (configuration not stated)
    -5.1	-4.7	7.0	1.2	3.8	-2.4	1.4	4.3	-0.4
- CC(C)NC(=O)COc1coc(CN2CCN(Cc3ccccc3)CC2)cc1=O
    -2.4	-4.4	3.4	-6.5	-0.4	0.7	3.7	1.5	-0.4
- COc1ccc(NC(=O)C2CC2)cc1NS(=O)(=O)c1ccc(F)cc1
    6.4	-5.7	-6.4	-2.4	2.3	7.7	-2.2	2.2	6.1
- COc1ccc(Cc2nc(C)cc(Cl)n2)cc1[N+](=O)[O-]
    4.2	-1.5	-3.6	0.1	0.8	0.0	0.7	0.5	-2.0
- CCN1/C(=C2\OC(=S)N(C)C2=O)C=Cc2ccccc21
    3.1	-2.9	-6.4	0.0	-1.4	5.9	0.7	1.0	-2.4

Rows are unselected; any-hit rate near 5.6%.
